NCOA1 inh: human NCOA1 inhibition | 0.12% of 360,000 active | AID 588354 | inhibition, % at 3.6 µM | Q15788 | HEK293 GAL4-SRC1 luciferase reporter, luminescence;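 active = inhibition above the campaign mean plus 3 SD, with each screening campaign given its own cutoff, cut at about 60% in these data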;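 note: 0% = DMSO treated cells and 100% = gossypol at 36 µM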
LRH-1 inv ag: inverse agonists of human LRH-1 (NR5A2) | 0.13% of 360,000 active | AID 602396 | O00482 | inhibition, % at 3.6 µM | HEK293T StAR-luciferase reporter, LRH-1 transfected, 24 h;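 active = inhibition above the mean inhibition of all tested compounds plus 3 SD, cut at about 73% in these data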;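 note: 0% = DMSO wells and 100% = reporter-only cells lacking LRH-1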
Target sequence (O00482 whole entry, looked up): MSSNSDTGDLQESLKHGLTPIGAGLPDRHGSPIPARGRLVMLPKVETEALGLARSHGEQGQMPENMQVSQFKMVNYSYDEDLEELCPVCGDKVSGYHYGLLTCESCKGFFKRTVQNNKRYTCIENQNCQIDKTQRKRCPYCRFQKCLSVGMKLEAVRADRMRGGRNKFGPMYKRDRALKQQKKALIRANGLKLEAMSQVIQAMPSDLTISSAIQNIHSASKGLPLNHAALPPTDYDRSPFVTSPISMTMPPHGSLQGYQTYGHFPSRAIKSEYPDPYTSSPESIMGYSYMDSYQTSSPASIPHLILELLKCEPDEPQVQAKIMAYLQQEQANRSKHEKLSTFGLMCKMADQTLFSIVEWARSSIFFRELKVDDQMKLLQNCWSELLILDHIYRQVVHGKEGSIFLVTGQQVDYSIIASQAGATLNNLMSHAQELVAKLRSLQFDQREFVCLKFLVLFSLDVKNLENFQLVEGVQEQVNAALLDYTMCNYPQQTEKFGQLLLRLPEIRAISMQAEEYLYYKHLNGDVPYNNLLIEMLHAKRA
NCOA3 inh: inhibitors of human steroid receptor coactivator 3 (SRC3); Q9Y6Q9; HEK293 GAL4-SRC3 luciferase reporter, luminescence; inhibition, % at 3.6 µM; 0.17% of 360,000 active; AID 588352;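 active = inhibition above a per-campaign cutoff, the mean of all compounds plus 3 SD, cut at about 60% in these data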;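 note: 0% = DMSO-treated cells and 100% = gossypol-treated cells at 36 µM; higher means less SRC3-driven luciferase light from the GAL4 reporter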
TRAIL sens C8: caspase-8 TRAIL sensitization | inhibition (viability loss, TRAIL sensitization), % at 10 µM | 1% of 360,000 active | NB7+C8 cells + TRAIL, ATPlite viability luminescence;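 active = compounds causing at least 50% loss of cell viability in the single-dose screen, relative to plate controls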
TROY signal inh: blocks TROY-dependent signaling in reporter cells; Q293 LMP1-TROYcd NF-kB luciferase reporter, 4 h; inhibition, % at 10 µM; 0.98% of 360,000 active;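 active = compounds whose plate-normalised and pattern-corrected inhibition of the luciferase reporter signal at the single screening dose is 50% or more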
CF NFkB block: inhibitors of cystic fibrosis induced NF-kB | AID 588850 | inhibition, % at 5 µM | 0.86% of 360,000 active | KKLEB NF-kB-GFP reporter, PAF-induced, GFP fluorescence overnight;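 active = at least 50% inhibition at 5 µM, scaled per plate between neutral and stimulator controls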;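 note: PAF is a Pseudomonas aeruginosa culture filtrate used as stimulus; plate controls were PAF-stimulated DMSO wells for no effect and unstimulated DMSO wells for full effect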
COUP-TFII inh: blocks human COUP-TFII nuclear receptor; P24468; HEK293T NGFI-A luciferase reporter, luminescence; inhibition, % at 8.6 µM; 0.7% of 370,000 active; AID 686940;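 active = inhibition above a per-plate cutoff, mean inhibition of test wells between control levels plus 3 SD, cut at about 38% in these data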;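 note: cells cotransfected with COUP-TFII expression vector driving the NGFI-A reporter; 0% = median of COUP-TF2 test wells and 100% = reporter-only cells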
Target sequence (P24468 whole entry, looked up): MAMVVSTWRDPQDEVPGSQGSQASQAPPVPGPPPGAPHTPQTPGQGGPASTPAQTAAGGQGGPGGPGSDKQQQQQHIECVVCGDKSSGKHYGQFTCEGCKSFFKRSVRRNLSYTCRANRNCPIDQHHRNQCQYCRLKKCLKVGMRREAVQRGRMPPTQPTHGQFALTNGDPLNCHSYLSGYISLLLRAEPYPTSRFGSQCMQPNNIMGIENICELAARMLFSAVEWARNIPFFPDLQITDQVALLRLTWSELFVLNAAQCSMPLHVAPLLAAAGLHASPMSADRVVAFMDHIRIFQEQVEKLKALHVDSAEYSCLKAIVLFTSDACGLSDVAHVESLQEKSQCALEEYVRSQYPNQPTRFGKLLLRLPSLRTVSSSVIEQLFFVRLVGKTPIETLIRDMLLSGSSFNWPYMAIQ
TWEAK-Fn14 inh: TWEAK-Fn14 signaling inhibition | TWEAK-stimulated Fn14 reporter cells, luciferase luminescence, 8 h | inhibition, % at 10 µM | 2% of 360,000 active; in the data active = inhibition above about 50%
EBV LMP1 NFkB: Epstein-Barr LMP1 NF-kappaB reporter inhibition | LMP1-induced NF-kappaB luciferase reporter cells, luminescence | inhibition, % at 12.5 µM | 0.69% of 350,000 active | AID 504558; in the data active = inhibition above about 41%;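 note: 0% = neutral control wells and 100% = reference inhibitor control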
Shn3 inh set2: inhibitors of Schnurri-3 3'UTR reporter in osteoblasts; Clone20 osteoblast Shn3 3'UTR firefly luciferase, 24 h; inhibition, % at 12.5 µM; 0.52% of 360,000 active; AID 588674;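 active = mean inhibition of at least 75% with every replicate also reaching 75%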;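 note: 0% = median of neutral control wells and 100% = pilot-screen positive control compound; some compounds past the cut are filed as inactive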
KKLEB cytotox: CF airway cell cytotoxicity counter-screen. KKLEB CF airway cells viability, ATPlite luminescence, overnight; hits give low values; cells stimulated with P. aeruginosa culture filtrate. 0.36% of 360,000 active. activity change (cytotoxicity), % at 5 µM;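 active = corrected activity change at or below -50% at 5 µM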
* = called active by the depositor; . = not tested or not shown.

Compound | TROY signal inh | TRAIL sens C8 | CF NFkB block | COUP-TFII inh | LRH-1 inv ag | TWEAK-Fn14 inh | NCOA3 inh | NCOA1 inh | EBV LMP1 NFkB | KKLEB cytotox | Shn3 inh set2
CC(=O)Nc1ccc(S(=O)(=O)NC2C3(C)CCC(C3)C2(C)C)cc1 (stereo unspecified) | 4 | -7 | 4 | 5 | -5 | -5 | -6 | -3 | 1 | -5 | 5
c1ccc(-c2ccc(CN3C[C@@H]4C(c5ccccc5)C5(c6ccccc6)CC4(C5)[C@H]3c3ccccc3)cc2)cc1 (stereo partly specified) | 0 | 5 | 3 | -3 | 0 | 7 | 7 | -6 | 5 | -13 | -15
CCN(c1ccccc1)S(=O)(=O)c1ccc(OC)c(NC(=O)C2CC2)c1 | -2 | -2 | 22 | 4 | 9 | 11 | -3 | 0 | 1 | -16 | 26
Cn1c(CSCc2ccc(Cl)cc2)nnc1SCC(=O)Nc1nc2ccccc2s1 | 1 | -8 | -2 | 20 | -13 | -1 | 0 | -4 | -27 | -11 | 13
COc1cccc(-c2cc3nc(-c4ccccc4)cc(=O)n3[nH]2)c1 | 15 | 41* | -4 | -16 | -90 | -63 | -76 | -98 | -9 | -5 | -41
CCOc1ccc(S(=O)(=O)Nc2cc(OC)c(OC)cc2C(=O)O)cc1 | -7 | 0 | 3 | 3 | 3 | 4 | 6 | 7 | -36 | 7 | 9
COc1ccc(-n2nc(C(=O)NCC(=O)N(C)Cc3ccccc3)c3ccccc3c2=O)c(OC)c1 | -1 | 0 | 2 | 8 | -27 | 16 | 2 | -6 | 1 | -10 | 0
COc1ccccc1/C=C/C(=O)Nc1cccc(S(=O)(=O)N2CCOCC2)c1 | -8 | 6 | -30 | 1 | 3 | -3 | 13 | 5 | 4 | 9 | 9
COc1ccc(CNC(=O)CSc2nc3ccc(C)cc3[nH]2)cc1 | -12 | -9 | 12 | -12 | 6 | -15 | -19 | -4 | -2 | -7 | -7
CSc1ccccc1C(=O)Nc1cc(C)cc(C)c1 | -7 | 13 | -9 | -2 | -2 | -1 | 12 | -3 | -3 | -2 | -13
COc1ccc(N2C(=O)CC(c3ccccc3)CC2=O)cc1 | -16 | 0 | -2 | 4 | -15 | 1 | -12 | 0 | -4 | -21 | -1
Cc1ccc(C)c(S(=O)(=O)c2c[nH]c(=S)[nH]c2=O)c1 | -21 | -11 | 0 | 3 | -2 | -5 | -10 | -3 | -14 | 0 | -11
Cn1nc(C(=O)OCC(=O)Nc2ccccc2OC(F)F)c2ccccc2c1=O | -3 | -11 | -20 | -9 | 18 | -16 | -7 | -1 | -5 | 15 | -4
Cc1ccc(CC2(OCCN(C)C)CCC(C(C)(C)C)CC2)cc1 (stereo unspecified) | -3 | 30 | 21 | 1 | -4 | -2 | 3 | -3 | 2 | -1 | 1
Oc1ccccc1C=NCCN=Cc1ccccc1O | 12 | 3 | -18 | -23 | 10 | 9 | 10 | -44 | -9 | 8 | 13
CC(C)(C)NCc1ccc(OCc2cccs2)cc1 | -4 | -11 | -5 | 2 | 7 | 11 | 12 | -6 | -14 | -3 | 15
COc1ccc(-n2ncc3c2CC(C)(C)CC3NC(=O)CCN2CCCC2=O)cc1 (stereo unspecified) | 1 | -18 | 10 | 15 | 4 | 2 | 18 | 4 | -13 | -7 | 0
Cc1ccc(C2(C(F)(F)F)NC(=O)N3CCCN=C3S2)cc1 (stereo unspecified) | 8 | -2 | 2 | 16 | -5 | 6 | -9 | 15 | 3 | 4 | -1
O=c1ccc(Cl)nn1-c1ccccc1 | -10 | 5 | 9 | -13 | -4 | -5 | 6 | 2 | -4 | -2 | 5
COc1cccc(O)c1CN1CCCC(C(=O)c2cccc(C(F)(F)F)c2)C1 (stereo unspecified) | 17 | 7 | 6 | 12 | 19 | -13 | 17 | -7 | 8 | -11 | 25

Full records as entered above. Screens in order: TROY signal inh, TRAIL sens C8, CF NFkB block, COUP-TFII inh, LRH-1 inv ag, TWEAK-Fn14 inh, NCOA3 inh, NCOA1 inh, EBV LMP1 NFkB, KKLEB cytotox, Shn3 inh set2
Entry for `O=c1ccc(Cl)nn1-c1ccccc1` : -10, 5, 9, -13, -4, -5, 6, 2, -4, -2, 5
Entry for `Cc1ccc(CC2(OCCN(C)C)CCC(C(C)(C)C)CC2)cc1` (stereo unspecified) : -3, 30, 21, 1, -4, -2, 3, -3, 2, -1, 1

New compounds follow:
Compound | TROY signal inh | TRAIL sens C8 | CF NFkB block | COUP-TFII inh | LRH-1 inv ag | TWEAK-Fn14 inh | NCOA3 inh | NCOA1 inh | EBV LMP1 NFkB | KKLEB cytotox | Shn3 inh set2
Cc1cccc(NC(=S)N2CCC(N(C)CC3CCCO3)CC2)c1C (stereo unspecified) | 6 | -2 | 3 | 7 | 2 | -3 | 5 | 19 | -10 | 8 | 0
COc1ccc(C2NC(=O)NC3=C2C(=O)CCC3)cc1 (stereo unspecified) | 13 | -2 | 5 | -1 | 9 | 11 | 0 | -3 | -2 | -4 | -5
O=C(O)c1cccc(-n2c(-c3cnccn3)n[nH]c2=S)c1 | 11 | 2 | -5 | 7 | 4 | -3 | -11 | 5 | -7 | -9 | 10
Cc1ccc(-n2nc3c(=O)n(CCCC(=O)N4CCCCC4)nc(C)c3c2C)cc1 | 14 | -18 | -28 | 3 | -3 | -3 | 12 | 0 | -10 | 2 | -3
COc1ccc(-c2cc(C(=O)N(C)CC(=O)Nc3cccc(F)c3)c3ccccc3n2)cc1 | -15 | 18 | -20 | 11 | 2 | 9 | 21 | 3 | 3 | -6 | -1
COCCNC(=O)C1Cc2c(-c3cccc(NC(C)=O)c3)ccnc2O1 (stereo unspecified) | -3 | 9 | -19 | -8 | 3 | -5 | -25 | 13 | . | 4 | -5
CN(C)C(=O)COc1ccc(S(=O)(=O)c2ccc(OCC(=O)N(C)C)cc2)cc1 | 1 | 11 | -12 | -1 | 16 | -20 | -11 | 5 | 6 | -3 | 6
O=C(NCc1ccc2c(c1)OCO2)c1ccc(CSCc2ccccc2Cl)o1 | 12 | 9 | -7 | 9 | 0 | 12 | 18 | 6 | 3 | 3 | 7
CCn1c(C)c(C)c2cc(C(=O)NCCCN3CCCC3)ccc21 | 18 | 25 | -14 | -6 | -2 | -8 | 8 | 6 | 1 | -9 | -3
O=c1[nH]nc(Cc2ccc([N+](=O)[O-])cc2)c2ccccc12 | -18 | 3 | 3 | -20 | 16 | -47 | -29 | 14 | 29 | -7 | 32
COc1ccccc1N1CCN(/N=C\c2sccc2C)CC1 | -26 | -2 | 4 | -35 | -44 | -77 | -7 | -37 | -5 | 8 | 0
Cn1c(N/N=C2\CCCc3ccccc32)nc2c1c(=O)n(Cc1ccccc1)c(=O)n2C | 10 | -3 | -1 | 12 | 6 | 40 | 12 | -7 | -5 | -2 | -8
COC(=O)[C@@H](NC(=O)Nc1ccc2c(c1)OCCO2)C(C)C | 29 | 4 | 4 | -7 | -16 | -4 | 9 | 7 | -7 | 0 | 14
O=C(O)CCCc1nc(-c2ccc(Cl)cc2)no1 | 2 | -3 | -8 | 44* | 12 | 2 | 13 | 3 | 7 | 8 | 11
CC(=O)Oc1ccccc1N(C(C)=O)S(=O)(=O)c1ccc2ccccc2c1 | -6 | 1 | 2 | -1 | -16 | 6 | -1 | -11 | 2 | 20 | -19
O=C(NCCc1ccccc1)c1ccc(CS(=O)(=O)Cc2ccccc2F)o1 | 2 | -11 | 11 | 9 | -5 | -13 | 3 | -6 | -8 | -7 | -15
Cc1ccc(C(c2sc3nc(C)nn3c2O)N2CCN(c3ccc(F)cc3)CC2)cc1 (stereo unspecified) | 1 | -1 | 10 | 10 | 14 | -3 | -3 | -10 | -9 | -8 | 5
O=S(=O)(NCc1cc(-c2ccc(Cl)cc2)no1)c1ccccc1 | -10 | -2 | 0 | 9 | -10 | 19 | 2 | 12 | 0 | 12 | 1
O=C(NCc1ccccc1)c1nnc(CS(=O)(=O)c2ccccc2)o1 | -2 | -2 | -17 | -6 | -7 | -3 | 5 | -4 | -1 | 4 | -12
COc1ccc(CN(CCC(C)C)S(=O)(=O)c2ccccc2Br)cc1 | -9 | -1 | 22 | 6 | 15 | -25 | 14 | -12 | -6 | -7 | 30
COc1ccc(C(O)c2ncc(-c3cccc(C(F)(F)F)c3)[nH]2)cc1 (stereo unspecified) | 7 | -10 | 9 | 0 | -12 | -9 | -19 | 10 | . | 6 | -3
CSCC[C@H](NS(=O)(=O)c1ccc(C(C)=O)cc1)c1nnc2ccccn12 | 12 | -25 | -21 | 15 | -17 | 21 | -13 | -26 | 2 | 2 | 1
Cc1nc(NCc2ccccc2)[nH]c(=O)c1CCC(C)C | -8 | -12 | 14 | 10 | 0 | 6 | 5 | -2 | 3 | -5 | 18
CC1=C(C(=O)Nc2cc(C(=O)N3CCN(c4cccc(C)c4C)CC3)ccc2C)SCCO1 | 19 | -2 | 1 | -2 | -10 | 16 | 7 | 16 | 2 | -2 | -10
COC(=O)[C@@H](Cc1ccccc1)NC(=O)NCCc1c[nH]c2ccccc12 | -9 | 1 | -17 | 22 | 5 | 1 | 4 | -13 | -7 | -8 | 6
COc1ccc2c(c1)c1ncn(Cc3ccc(F)cc3)c(=O)c1n2C | -1 | 15 | 12 | 2 | 14 | -1 | -7 | -26 | . | -12 | .
Cc1cc(=O)oc2cc(NC(=O)C(C)Oc3ccc(F)cc3)ccc12 (stereo unspecified) | -27 | 11 | 18 | -4 | -36 | -19 | 1 | -2 | -18 | 2 | 15
O=C(Nn1c(-c2ccccc2)nc2ccccc2c1=O)c1ccc([N+](=O)[O-])cc1 | 7 | -4 | -15 | 3 | 9 | -14 | 4 | 0 | 2 | 3 | -10
O=c1cc(CSc2nnc(C3CC3)n2Cc2ccccc2)nc2sccn12 | 8 | -10 | 12 | 2 | -21 | 2 | 12 | -10 | 3 | 6 | 10
CN(c1ccccc1)S(=O)(=O)c1cc(C(=O)Nc2ccccc2N2CCOCC2)ccc1Cl | 20 | 27 | -2 | 21 | -11 | 45 | -13 | -20 | 2 | -3 | 16
CCOC(=O)C1(C(=O)OCC)COC(=O)C2(CC)OC21 (stereo unspecified) | -9 | -4 | 5 | -1 | 7 | -2 | 2 | -43 | 4 | 7 | 13
COc1ccc(/C(C)=C2/SC(=S)N(CCC(=O)O)C2=O)cc1 | -17 | 7 | -14 | -14 | -4 | -12 | 9 | -16 | 0 | -4 | 0
Cc1cccc(C)c1NC(=O)CNC(=O)C1COc2ccccc2O1 (stereo unspecified) | -16 | -7 | -15 | 11 | 13 | 3 | 3 | -4 | 3 | 10 | -11
CCc1ccc(-c2nc(SCC(=O)N(CCOC)c3c(N)n(Cc4ccccc4)c(=O)[nH]c3=O)n[nH]2)cc1 | -16 | 24 | 4 | -2 | 7 | -6 | 17 | -24 | 3 | -8 | -2
CCOc1ccccc1C(=O)Nc1nn[nH]n1 | -15 | -14 | -15 | 11 | 0 | 18 | 3 | 13 | 1 | -6 | -12
CC(=O)C1=C(O)C(=O)N(c2ccccn2)C1c1cccc(F)c1 (stereo unspecified) | -34 | -12 | -7 | -23 | -6 | 7 | -2 | -7 | 7 | 6 | -13

These rows are one share of the data. The share of hits here may be higher or lower than overall.
